KDM5B inh = blocks human KDM5B histone demethylase activity; Q9UGL1; KDM5B demethylase, FDH-coupled NADH fluorescence (FDH is formaldehyde dehydrogenase); Potency, µM (highest dose often 57.7 µM), inactives show top-dose activity change, negative = inhibition, most hits filed as inhibitors; hit rate 2.6% among 220,000; active = well fitted inhibition curve with a large enough effect; inconclusive = small, poorly fitted or top-dose-only effect; inactive = no such curve, though single readings can be large or run the other way; also: 0% is about no effect; nearly all actives have a fitted effect of over 70% in size
Target sequence (Q9UGL1 whole entry, looked up): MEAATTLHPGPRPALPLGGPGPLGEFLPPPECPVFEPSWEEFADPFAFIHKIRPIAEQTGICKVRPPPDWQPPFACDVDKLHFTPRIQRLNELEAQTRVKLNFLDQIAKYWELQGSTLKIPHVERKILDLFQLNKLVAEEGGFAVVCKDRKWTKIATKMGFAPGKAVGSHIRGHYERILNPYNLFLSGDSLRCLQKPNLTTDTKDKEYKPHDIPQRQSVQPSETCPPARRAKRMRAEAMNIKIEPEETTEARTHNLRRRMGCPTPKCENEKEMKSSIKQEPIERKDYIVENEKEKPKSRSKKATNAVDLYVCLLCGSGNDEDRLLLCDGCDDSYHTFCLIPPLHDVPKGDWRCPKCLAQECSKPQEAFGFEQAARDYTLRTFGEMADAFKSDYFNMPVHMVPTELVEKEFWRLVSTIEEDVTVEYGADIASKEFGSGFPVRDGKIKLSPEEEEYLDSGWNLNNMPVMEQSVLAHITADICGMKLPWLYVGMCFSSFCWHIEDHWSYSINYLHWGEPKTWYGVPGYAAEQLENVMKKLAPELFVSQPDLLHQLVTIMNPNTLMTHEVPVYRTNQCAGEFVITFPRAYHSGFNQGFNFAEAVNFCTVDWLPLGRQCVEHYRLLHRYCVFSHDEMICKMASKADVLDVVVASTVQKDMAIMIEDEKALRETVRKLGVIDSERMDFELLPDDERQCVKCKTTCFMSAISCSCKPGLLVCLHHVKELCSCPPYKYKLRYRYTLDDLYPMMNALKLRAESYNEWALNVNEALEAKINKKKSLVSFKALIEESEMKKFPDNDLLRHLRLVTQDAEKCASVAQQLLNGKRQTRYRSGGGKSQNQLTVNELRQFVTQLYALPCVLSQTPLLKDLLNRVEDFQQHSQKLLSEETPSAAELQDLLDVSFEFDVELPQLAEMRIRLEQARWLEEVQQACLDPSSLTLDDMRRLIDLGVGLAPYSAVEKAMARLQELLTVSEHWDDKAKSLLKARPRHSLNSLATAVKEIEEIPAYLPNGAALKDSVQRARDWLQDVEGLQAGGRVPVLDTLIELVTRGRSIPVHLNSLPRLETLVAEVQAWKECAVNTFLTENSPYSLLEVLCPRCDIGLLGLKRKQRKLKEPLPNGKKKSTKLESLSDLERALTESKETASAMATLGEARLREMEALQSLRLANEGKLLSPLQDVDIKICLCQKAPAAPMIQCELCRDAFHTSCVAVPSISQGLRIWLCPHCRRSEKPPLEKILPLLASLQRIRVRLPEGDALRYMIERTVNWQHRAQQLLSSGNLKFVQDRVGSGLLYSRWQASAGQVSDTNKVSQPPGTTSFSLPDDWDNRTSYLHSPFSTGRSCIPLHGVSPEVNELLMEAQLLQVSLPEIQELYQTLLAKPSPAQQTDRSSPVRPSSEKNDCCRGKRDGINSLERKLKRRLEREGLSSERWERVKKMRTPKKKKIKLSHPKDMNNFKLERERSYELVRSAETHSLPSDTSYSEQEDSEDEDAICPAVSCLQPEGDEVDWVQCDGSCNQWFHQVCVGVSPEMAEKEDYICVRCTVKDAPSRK
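KDM5BΔAP (200 nM final) in 50 mM HEPES pH 7.5, 0.01% Tween-20 was preincubated 10 min at RT with compound over a concentration range. Substrate mix (H3K4me3 12.5 µM, α-KG 25 µM, Fe²⁺, ascorbate, NAD⁺, FDH) was added, and NADH fluorescence change over 30 min gave dose-response curves.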
Starred values were filed as active, the others as inactive; u = inconclusive; & = joins results of further samples; [ ] = remark or other dose. Potency is read from the fitted curve at half-maximal effect. Some of the compounds tested; count on the stated rates, not on these rows.

SMILES	KDM5B inh
COc1ccc(-c2nc(C3CC(=O)N(c4ccc(OC)c(OC)c4)C3)no2)cc1OC (stereo not given)	u
O=C(c1cc(=O)c2ccccc2o1)N1CCC(CCN2CCCCC2)CC1	18.4%
O=C(Nc1ccc(F)cc1F)c1cccc(C(=O)Nc2ccc(F)cc2F)n1	-4.7%&-18.9%
Cc1cc(OC(C)C(=O)NCc2ccncc2)c2c(C)c(C)c(=O)oc2c1 (stereo not given)	u
Cc1ccc(Cl)cc1N1CCN(C(=O)Cn2nc(C)n3c(cc4sccc43)c2=O)CC1	-9.5%
COc1cccc(CN2CCC(N3Cc4cnc(C)n4C3=O)CC2)c1	-9.4%[86.2 µM]
COc1ccc(OC)c(-n2c(-c3ccc(O)cc3O)n[nH]c2=S)c1	-13.3%
COc1ccc2c(c1)CCN=C2C[C@H]1CN(C(=O)c2cccnc2)CC[C@H]1CC(=O)O	31.6µM*
COCCn1cnc2c1c(=O)n(Cc1ccc(C(N)=O)cc1)c(=O)n2CC(C)C	-4.1%
CN(C)c1ccc(CN(C(=O)/C=C/c2ccco2)C2CCS(=O)(=O)C2)cc1 (stereo not given)	3.9%
COc1ccc(C2=NN3C(C2)c2cccc(OC)c2OC32CCN(C(C)=O)CC2)c(OC)c1 (stereo not given)	u
COCCNC(=O)C1COC2(CCN(C(=O)c3ccc(OC)cc3)CC2)N1C(=O)c1cccc(C)c1 (stereo not given)	-14.8%
CC(=O)N1CC[C@@H]2NC(=O)[C@H]3C[C@H](NC(=O)c4cccs4)CN3C(=O)[C@H]21	16.1%[86.2 µM]
O=C1c2ccc(-c3ccc4c(c3)C(=O)N(CCCO)C4=O)cc2C(=O)N1CCCO	u
Cc1ccc(-c2csc(NC(=O)c3cnc4c(cnn4C(C)C)c3)n2)cc1C	u
CCCc1ccc(C(=O)Cn2nnc(-c3ccccc3Br)n2)cc1	25.1%
CCOc1ccc(NC(=O)Cn2c(=O)oc3cc(S(=O)(=O)N4CCC(C)CC4)ccc32)cc1	3.0%
COc1ccc(C(=O)N2CC(c3nnc(-c4ccncc4)o3)C3(CCOCC3)C2)cc1F (stereo not given)	2.8%
Cc1cc(=O)oc2cc(OCC(=O)NC(C)(C#N)C3CC3)ccc12 (stereo not given)	u
CNCCN1C(=O)CC[C@H]2CN(c3ncc(Cl)cc3F)CC[C@H]21	25.1µM*

Overlap with the part before: 4 entries, followed by the next part.
SMILES	KDM5B inh
CCOc1ccc(NC(=O)Cn2c(=O)oc3cc(S(=O)(=O)N4CCC(C)CC4)ccc32)cc1	3.0%
COc1ccc(C(=O)N2CC(c3nnc(-c4ccncc4)o3)C3(CCOCC3)C2)cc1F (stereo not given)	2.8%
Cc1cc(=O)oc2cc(OCC(=O)NC(C)(C#N)C3CC3)ccc12 (stereo not given)	u
CNCCN1C(=O)CC[C@H]2CN(c3ncc(Cl)cc3F)CC[C@H]21	25.1µM*
COc1ccc(-c2cc(N3CCC(NC(=O)CCc4ccccc4)CC3)n[nH]2)cc1	u
O=c1oc2ccccc2c(N2CCN(c3ccc(F)cc3)CC2)c1CN1CCCC1	-26.9%
O=C(O)CCc1[nH]c2ccccc2c1Sc1ccccc1	43.0%
Cc1ccc2c(c1)N(C(=O)Nc1cccc3c1CCCC3)CCO2	-23.3%
COc1ccc(/C=C(\C#N)C(=O)Nc2ccccc2C(=O)O)c(OC)c1	15.0%
CCCCNc1nc2c(c(=O)[nH]c(=O)n2C)n1Cc1ccccc1Cl	20.2%
CN(C)C(=O)C(Sc1nnc(-c2ccncc2)n1-c1ccc(Cl)cc1)c1ccccc1 (stereo not given)	8.9%
C#CCOc1c(Cl)cc(/C=C/C(=O)c2ccc(OCC(=O)O)cc2)cc1OC	-13.9%
O=C1NC2(Cc3ccccc31)CN(Cc1ccc(C(F)(F)F)cc1)C2	23.0%[115 µM]
COCC(=O)N[C@H]1C[C@@H](CO)N(Cc2ccsc2)C1	20.7%
Cc1ccc(C(=O)Nc2nc3ccc(S(=O)(=O)N4CCCC4)cc3s2)cc1	7.9%
COc1cc(OC)cc(C(=O)N2CCC(Cc3nc(-c4cccc(OC)c4)no3)CC2)c1	-5.3%
CCc1ccc(OC(=O)c2cncc(Br)c2)cc1	19.4%
CCc1ccc(S(=O)(=O)Nc2ccc3c(c2)n(C)c(=O)c(=O)n3C)cc1	-15.4%
O=c1c2cc(Cl)ccc2ncn1CC(O)COc1ccc(Br)cc1 (stereo not given)	6.6%
O=C(/C=C/c1ccc(Oc2ccccc2)cc1)c1ccc(N2CCOCC2)cc1	-1.9%
Cc1nnc2ccc(SCC(=O)Nc3ccc(Cl)cc3)nn12	3.1%
COc1ccc(-c2cnc([C@@H]3COCCN3Cc3ncc[nH]3)[nH]2)cc1	6.5%[86.2 µM]
COc1ccc(Cl)cc1S(=O)(=O)N1CCN(C(=O)c2cc(-c3ccc(Br)cc3)n[nH]2)CC1	-6.8%
COc1ccc(C)cc1NC(=O)c1cc2c(=O)n(Cc3cccnc3)ccc2nc1C	u

7 compounds already listed, arranged by the value under KDM5B inh, falling:
SMILES	KDM5B inh
COc1ccc(/C=C(\C#N)C(=O)Nc2ccccc2C(=O)O)c(OC)c1	15.0%
CN(C)C(=O)C(Sc1nnc(-c2ccncc2)n1-c1ccc(Cl)cc1)c1ccccc1 (stereo not given)	8.9%
Cc1ccc(C(=O)Nc2nc3ccc(S(=O)(=O)N4CCCC4)cc3s2)cc1	7.9%
COc1cc(OC)cc(C(=O)N2CCC(Cc3nc(-c4cccc(OC)c4)no3)CC2)c1	-5.3%
COc1ccc(Cl)cc1S(=O)(=O)N1CCN(C(=O)c2cc(-c3ccc(Br)cc3)n[nH]2)CC1	-6.8%
C#CCOc1c(Cl)cc(/C=C/C(=O)c2ccc(OCC(=O)O)cc2)cc1OC	-13.9%
Cc1ccc2c(c1)N(C(=O)Nc1cccc3c1CCCC3)CCO2	-23.3%

(cont.)
SMILES	KDM5B inh
Cc1ccccc1NC(=O)N1CCC(CCNC(=O)C2CC2)CC1	22.3%
COc1ccc(C2Cn3nnc(C(=O)N4CCC(C(=O)NC5CCCCCC5)CC4)c3CO2)cc1 (stereo not given)	-1.3%
Cn1c(CN2CCCN(C(=O)c3ccoc3)CC2)nnc1C1CC(N)C1 (stereo not given)	73.3%[activator]
c1ccc(-c2cc(CC3(NCC4CCCCC4)COC3)no2)cc1	-19.5%[86.2 µM]
O=C(NCc1nnc2c(-c3nc(C4CC4)no3)cccn12)c1cc(Cl)ccc1F	28.2µM*
Cc1ccc(C(=O)NC[C@H]2O[C@@H](CC(=O)N3CCN(c4ccccc4)CC3)[C@H](O)[C@@H]2O)cc1	4.8%
CCc1nnsc1C(=O)NC(C)c1ccc(OC2CCCC2)c(OC)c1 (stereo not given)	5.2%
O=C(CSc1nc2c([nH]c3ccccc32)c(=O)n1-c1ccc(F)cc1)Nc1ccc2c(c1)OCCO2	u
Cc1ccc(-c2nnc(SCC(=O)NCc3ccccc3)o2)cc1	-8.2%
COc1ccc(-n2c(C)c(C(C)=O)c3cc(O)ccc32)cc1	-2.7%
CC(C)C[C@@H]1N[C@H](C(=O)NCCN2CCOCC2)Cc2cn(Cc3ccccn3)c3cccc1c23	2.2%
COCCNC(=O)c1ccc(CC2CCN(C(=O)CN3CCCCCC3)CC2)cc1	6.0%
O=C1CC(c2ccccc2)N(C(=O)c2cccs2)CCCCCN1 (stereo not given)	-4.7%
Cc1ccc(COC(=O)CSc2cnc3ccccc3n2)cc1	-23.1%
CCOc1ccc(-n2c(SCC(=O)N3CCC(C)CC3)nc3c([nH]c4ccccc43)c2=O)cc1	-23.4%
COc1ccc(NC(=O)Cn2c(=O)n(CCC(C)C)c(=O)c3cccnc32)cc1Cl	-15.8%
CCN1C(=O)CCN(C(=O)C2(c3ccccc3)CC2)CC12CCOCC2	1.5%
O=C1c2ccccc2CN1C1CCN([S+](=O)([O-])c2cccs2)CC1	21.4%[115 µM]
O=C(Cc1c[nH]c2ncc(-c3ccccc3)cc12)NCC1CCOCC1	u
CCC(C)[C@H](NC(=O)NCc1ccc(F)cc1)C(=O)O (stereo not given in full)	30.3%
CCC(CC)NC(=O)/C=C/c1ccc(Cl)cc1	22.8%
Cc1ccc(CN2CCc3oc(C)c(C(=O)N(C)CC(=O)N4CCCC4)c3C2)cc1	u
Brc1ccc2[nH]c3c(c2c1)CCCC3=NCc1ccccc1	-5.1%
O=C(NCCc1cccc2cccnc12)c1cc[n+]([O-])cc1	14.0%
O=C(CN1C(=O)C2(SCC(=O)N2c2cccc(Cl)c2)c2ccccc21)NCCc1ccccc1 (stereo not given)	-10.5%
CCCNC(=O)c1cccc2c1CCN2S(=O)(=O)c1cccc(C)c1	-2.8%
O=C(O)c1ccccc1N/N=C/c1c(Sc2nnnn2-c2ccccc2)nc2ccccn2c1=O	-46.1%
S=C(NCc1ccccc1)Nc1ccc(Br)cc1	-21.3%
COC(=O)C(=O)C1=C(C)OC(N)=C(C#N)C1c1ccccc1 (stereo not given)	u
CCN1C(=O)COC[C@@H]1[C@H](O)c1ccc(NC(=O)c2ccc3c(c2)OCO3)cc1	-10.6%[86.2 µM]
O=C(c1cc2ccccc2oc1=O)N1CCSC1c1ccc(Cl)cc1 (stereo not given)	14.6%
COc1ccc(C(=O)N2CCc3nnc([C@@H]4C[C@@H](O)CN4C(C)C)n3CC2)cn1	-21.5%
Cn1cc(CN2CCC(C(=O)N3CCCC3)CC2)c(-c2ccc(C3CCCCC3)cc2)n1	15.9%
CC(=O)N1CCC(N2CCC3(CC2)CC(C(=O)N2CCOCC2)N(C)C3)CC1 (stereo not given)	u
COCCCn1cnc2cccnc21	-28.5%[115 µM]
Cc1nn(-c2ccccc2)c(NC(=O)c2cccs2)c(-c2ccccc2Cl)c1=O	26.9%
Cn1cc(CC(=O)NCc2cn3ccccc3n2)c2ccccc21	-7.0%
CCOc1cc(CNC(=O)NC2COc3ccc(OC)cc3C2)cc(OCC)c1OCC (stereo not given)	-17.5%
O=C(COc1ccccc1)Nc1nnc(-c2ccc(Cl)cc2)o1	u
COc1cc(CNC(=O)c2ccc(NC(=O)N3CCCCc4ccccc43)cc2)cc(OC)c1OC	18.1%
CCOC(=O)c1c(C)[n+](-c2ccc(C)cc2)c(CC)c2cc(OC)c(OC)cc12	u
COc1ccc2c(=O)n(CC(=O)N3CCCC(C#N)C3)ccc2c1OC (stereo not given)	u
N#Cc1ccc(C(=O)N2CCC(N3CCCC(C(=O)N4CCCC4)C3)CC2)cn1 (stereo not given)	-6.4%
O=C1CCC(=O)N1c1ccc(NCCc2cccc(F)c2)c([N+](=O)[O-])c1	22.1%
COC(=O)C1(NC(=O)c2cc(F)cc(F)c2)CCCCC1	17.8%
COc1cc(OC)c(C2=CCN(C(=O)COc3cc(Cl)ccc3Cl)CC2)c(OC)c1	62.6%[activator]
CCCNC(=S)NC1CCC(NC(=S)NCCC)CC1 (stereo not given)	19.7%
O=C(NCCC1=CCCCC1)C1CC(=O)N(c2n[nH]c3cccc(F)c23)C1 (stereo not given)	u
COc1cc(NC(=O)CCN2CCCCO2)ccc1NC(=O)CC(C)C	-9.2%
NC(=O)CN1c2ccc(Br)cc2-c2ccccc2S1(=O)=O	15.2%
CSCCC(NC(=O)c1ccccc1Cl)C(=O)N1CCN(C(c2ccccc2)c2ccccc2)CC1 (stereo not given)	u
CCCC(=O)Nc1ccc2oc(-c3ccc(Br)c(C)c3)nc2c1	-9.7%
Cc1nn(-c2ccccc2)c(C)c1CC(=O)N[C@@H]1COCC[C@@H]1OCC1CC1	-5.5%
COc1ccc(-n2nc3n(c2=O)CCN(Cc2ccc(N(C)C)cc2)C3)cc1	12.7%[115 µM]
Cc1cccc(-n2c(SC(C)C(=O)O)nc3sc4c(c3c2=O)CCCC4)c1 (stereo not given)	27.3%
CCCC(C)N1CC2(CCN(Cc3nnc(-c4ccccc4)o3)CC2)OC1=O (stereo not given)	1.8%
COc1ccc2nc(NC(=O)c3nc(SC(C)C)ncc3Cl)sc2c1	4.1%&-6.0%
O=C(c1ccc2[nH]ccc2c1)N1CCN(S(=O)(=O)c2cccc3nonc23)CC1	-8.8%
CCOc1ccc(N/C(=C\C(=O)c2ccccc2)c2ccccc2)cc1	17.7%
CCOc1ccccc1C(=O)N(Cc1ccco1)Cc1ccco1	0.9%

Continuation.
SMILES	KDM5B inh
Cc1ccc(OCC(=O)Nc2cc(Cl)ccc2C(=O)O)c(C)c1	10.6%
CNC(=O)CC1COCCN1C(=O)c1ccc2ncsc2c1 (stereo not given)	5.9%
COc1ccc(Cl)cc1C(=O)N1CCc2nc3cc(-c4ccccc4)[nH]n3c(=O)c2C1	25.1µM*
Brc1ccc(Oc2nc(-c3ccccc3)cs2)cc1	22.1%
CN(C(=O)c1ccccc1Cl)c1ccccc1C(=O)NCCc1ccccc1	-17.3%
N#Cc1c(CSCC(=O)O)cc(=O)n2c1[nH]c1ccccc12	-15.3%
NC(=O)C1CCN(C(=O)c2ccc(NC(=O)c3nsc4ccccc34)cc2)CC1	-4.7%
CC1COCCN1C(=O)Cc1n[nH]c(=O)c2ccccc12 (stereo not given)	18.5%
CCOC(=O)c1c(S(=O)(=O)Nc2cc(C)ccc2OC)c(C)n(C)c1C	5.0%
COc1cc(C2C(C#N)=C(N)Oc3cc(C)oc(=O)c32)cc(OC)c1OC (stereo not given)	-5.8%
Cc1ccccc1-c1cccc(CN2CCOC(CCN)C2)c1 (stereo not given)	u
CC(=O)N/C(=N/c1nc(C)cc(C)n1)Nc1cccc(C)c1	44.2%[activator]
O=C(Nc1ccccc1)N1CCCC1c1nncn1C1CCCC1 (stereo not given)	-13.1%
CCOc1ccc(Cl)cc1C1CC(=O)Nc2cc(OC)c(OC)c(OC)c21 (stereo not given)	-4.3%
O=C(Nc1nn(Cc2ccc(Cl)c(Cl)c2)cc1Br)c1nc2ncccn2n1	8.6%
COc1ccc(C2C(C(N)=O)=C(C)Nc3nc(SCc4ccccc4Cl)nn32)cc1OC (stereo not given)	-28.9%

Compound activity as filed in PubChem BioAssay.
